M. tuberculosis = growth inhibition of non-replicating M. tuberculosis (AID 488890); inhibition, % at 25 µM; hits with a dose series show IC50 in µM; 320,000 tested, 0.39% active; Mycobacterium tuberculosis non-replicating, growth inhibition; higher % means a stronger effect; in the data active means a potency from the dose series; inconclusive means inhibition mostly from about 82% at the one dose, without a potency; inactive means the rest, 99 in 100 with inhibition below about 76%;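 further: plate controls were DMSO cells for no effect and high antibiotic wells for full effect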
inhibitors of VEEV = inhibitors of VEEV TC-83 cytopathic effect, confirmation, Vero cells (AID 588727); 350,000 tested, 0.13% active; one-dose inhibition, % at 20 µM; IC50 in µM for titrated hits; Vero cells, VEEV TC-83 cytopathic effect inhibition; higher % means a stronger effect; in the data active means a potency from the dose series; inconclusive means inhibition mostly from about 14% at the one dose, without a potency; inactive means the rest, 99 in 100 with inhibition below about 12%; further: strong numbers were not always called active
M. tuberculosis HTS = M. tuberculosis growth inhibition, HTS (AID 449762); M. tuberculosis H37Rv growth inhibition, 7H9 media; higher % means a stronger effect; one-dose inhibition, % at 25 µM; IC50 in µM for titrated hits; 330,000 tested, 0.59% active; in the data active means a potency from the dose series; inconclusive means inhibition above about 70% without an active follow-up result;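 further: bacterial growth assessed after seven days of incubation; strong numbers were not always called active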
PhoP GFP inhibition = PhoP regulon inhibitors, Salmonella typhi PhoP promoter GFP reporter, confirmatory (AID 1850) | Salmonella Typhi PhoP-promoter GFP reporter, fluorescence, 4 h; higher % means a stronger effect | one-dose inhibition, % at 50 µM; IC50 in µM for titrated hits | 310,000 tested, 0.33% active; in the data active means a potency from the dose series; inconclusive means inhibition mostly from about 25% at the one dose, without a potency; inactive means the rest, 99 in 100 with inhibition below about 19%;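 further: 0% = induced wells with vehicle and 100% = uninduced wells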
influenza NS1A = H1N1 influenza NS1A inhibitors, functional cell based assay (AID 504329); NS1A functional cell-based assay, percent inhibition; higher % means a stronger effect; 340,000 tested, 0.3% active; inhibition, % at 12.5 µM; hits with a dose series show IC50 in µM; in the data active means a potency from the dose series; inconclusive means inhibition above about 27% without an active follow-up result; further: strong numbers were not always called active
inhibitors of VEEV 10K pilot screen = recorded beside inhibitors of VEEV, whose call it bears; inhibition, %; measured here: 10K pilot screen inhibition
Active calls of the source: *; i = inactive; ? = inconclusive; · = not tested or not shown.

SMILES	M. tuberculosis	inhibitors of VEEV	M. tuberculosis HTS	PhoP GFP inhibition	influenza NS1A	others
C/C(=N\NC(=O)c1ccc(Br)cc1)c1ccccc1	71%	3.5%	4%	-20%	-1%
Cc1cccc(C2c3[nH]c4ccccc4c3CCN2C(=O)c2cc(CC(C)C)nc(C)n2)n1 (stereo not drawn)	22%	5.1%	?	2%	3%
Cc1cccc(NC(=O)CSCC(=O)Nc2cccc(S(=O)(=O)N3CCCCCC3)c2)c1	6%	8.2%	2%	-4%	-16%
Cc1nn(Cc2ccc(Cl)cc2)c(=O)n1N(C)c1ncc(C(F)(F)F)cc1Cl	9%	i	-3%	-3%	0%
O=C1COc2ccc(S(=O)(=O)N3CCN(c4ccccc4)CC3)cc2N1	-6%	1.6%	3%	5%	6%
O=C(NC(=S)NC1CCSC1=O)c1ccccc1 (stereo not drawn)	33%	1.2%	4%	2%	4%
CC(Sc1nnc(COc2ccc(Cl)cc2)n1Cc1ccccc1)C(=O)O (stereo not drawn)	7%	0.3%	-11%	-3%	10%
C#CCOCCOCCOCCNc1nc(N2CCN(C(=O)CCCCCCCCCCNC(=O)[C@H](CCCCN)n3cc(CCCC(=O)O)nn3)CC2)nc(N2CCN(C(=O)CCCCCCCCCCNC(=O)[C@H](CCCCN)n3cc(CCCC(=O)O)nn3)CC2)n1	6%	0.6%	-2%	0%	9%
Cc1ccc2c(CC(=O)Nc3c(C)n(C)n(-c4ccccc4)c3=O)coc2c1	17%	1.6%	-4%	3%	17%
COc1ccccc1N(CC(=O)NC(C)(C)C)C(=O)CCC(=O)Nc1ccccn1	-9%	1.9%	-2%	3%	20%
CCOc1ccc(C(=O)NC(=S)Nc2ccccc2N2CCC(C)CC2)cc1[N+](=O)[O-]	5%	2.6%	10%	-3%	1%	inhibitors of VEEV 10K pilot screen=1.8
O=C(CSCc1ccc(C(=O)O)cc1)Nc1ccccc1	-9%	i	7%	-7%	-9%
CCOC(=O)/C(Sc1nc(-c2ccccc2)cc(-c2ccccc2)c1C#N)=C(\C)O	19%	4.7%	12%	-6%	0%
CCc1cccc(NC(=O)Cn2cc(C=O)c3ccccc32)c1	25%	3.7%	3%	6%	-11%
CCOC(=O)c1nnn(-c2nonc2N)c1CNc1ccc(C)c(Br)c1	5%	i	31%	-12%	2%
O=C(CSc1ccccn1)N/N=C/C=C/c1ccccc1	42%	0.9%	-3%	-2%	-1%
Cc1cc(C)cc(NC(=O)CCn2c(=O)c3cccn3c3ccccc32)c1	12%	11%	1%	0%	1%
CCCCC1CCCOC(C(=O)NCCNCCO)(C(F)(F)F)C1 (stereo not drawn)	-9%	0.5%	-6%	-7%	0%
c1ccc(-c2nccnc2-c2ccccc2)cc1	-4%	2.5%	9%	-5%	-8%
CCOc1ccc(S(=O)(=O)N2CCCCC2)cc1NC(=O)c1cccnc1OCC	-1%	1.6%	5%	·	-2%
Cc1cccc(C)c1NC(=O)/C(C#N)=C/c1ccc(-c2ccc(C(=O)O)cc2)o1	-6%	0.6%	-2%	14%	-5%
COc1ccccc1NC(=O)CSc1nnc(-c2ccco2)n1N	5%	4.8%	1%	5%	-19%
CNC(=S)NNc1nncc2ccccc12	-16%	0.5%	-6%	2%	8%
CS(=O)(=O)NN1C(=O)c2ccccc2NC12CCCC2	-6%	i	-1%	-6%	0%
O=C(CCCN1C(=O)/C(=C\c2cccs2)SC1=S)Nc1cc([N+](=O)[O-])ccc1O	1%	11%	-9%	-5%	15%
O=C(CC1C(=O)NCCN1C(=O)Nc1ccccc1)Nc1cccc(Cl)c1 (stereo not drawn)	3%	1.1%	10%	-20%	2%
Cc1ccc(C(C(=O)NCc2ccccc2)N(C(=O)c2csnn2)c2cccc3ccccc23)o1 (stereo not drawn)	-22%	8.0%	-6%	18%	8%
Cc1ccc(/C=C/C(=O)OCC(=O)NC(=O)NCc2ccco2)cc1	30%	3.6%	-6%	·	-13%
O=C(NC(=S)Nn1cnc2c(cnn2-c2ccccc2)c1=O)c1ccc(Cl)cc1	50%	1.4%	4%	3%	-4%
CC(C)c1ccccc1-n1c(-c2cccnc2)n[nH]c1=S	9%	0.4%	5%	1%	-3%

In the list so far, 4 have an aryl thioether with sulfur outside any ring:
SMILES	M. tuberculosis	inhibitors of VEEV	M. tuberculosis HTS	PhoP GFP inhibition	influenza NS1A	others
CC(Sc1nnc(COc2ccc(Cl)cc2)n1Cc1ccccc1)C(=O)O (stereo not drawn)	7%	0.3%	-11%	-3%	10%
CCOC(=O)/C(Sc1nc(-c2ccccc2)cc(-c2ccccc2)c1C#N)=C(\C)O	19%	4.7%	12%	-6%	0%
O=C(CSc1ccccn1)N/N=C/C=C/c1ccccc1	42%	0.9%	-3%	-2%	-1%
COc1ccccc1NC(=O)CSc1nnc(-c2ccco2)n1N	5%	4.8%	1%	5%	-19%

The list goes on.
SMILES	M. tuberculosis	inhibitors of VEEV	M. tuberculosis HTS	PhoP GFP inhibition	influenza NS1A	others
COCCSc1nnc(NC(=O)c2ccc([N+](=O)[O-])cc2)s1	5%	1.9%	1%	-10%	-6%
COc1ccc(CCC(=O)Nc2ccc(S(=O)(=O)Nc3nccc(C)n3)cc2)cc1	10%	0.8%	-3%	-6%	8%
Cc1ccc(-c2noc(CCC(=O)NCc3ccccc3CN3CCOCC3)n2)cc1	·	0.6%	11%	·	0%
O=C(C[n+]1cccc2ccccc21)c1ccc(Br)cc1	50%	i	7%	1%	-1%
CCc1ccc(NC(=O)CCC(=O)Nc2nnc(C(F)(F)F)s2)cc1	12%	0.8%	3%	0%	7%
CSC1=NCCN1C(=O)c1ccc(S(=O)(=O)N2CCCCC2)cc1	-15%	1.1%	-11%	-2%	7%
Cc1ccc(S(=O)(=O)N2CCOCC2)cc1NC(=O)COC(=O)CCc1c[nH]c2ccccc12	26%	i	?	·	3%
O=c1[nH]c2c(n(C3CCCCC3)c1=O)CCC2	1%	0.0%	-7%	15%	-5%
COC(=O)[C@@H]1C[C@@H](C(=O)O)[C@H](C)C1(C)C	-6%	0.7%	-5%	-10%	7%	inhibitors of VEEV 10K pilot screen=0.3
CC(C)(C)SCCNS(=O)(=O)c1ccc2ccccc2c1	7%	0.7%	-10%	-1%	-3%

Grouped by structure, the entries above with a tert-butyl group.
SMILES	M. tuberculosis	inhibitors of VEEV	M. tuberculosis HTS	PhoP GFP inhibition	influenza NS1A	others
COc1ccccc1N(CC(=O)NC(C)(C)C)C(=O)CCC(=O)Nc1ccccn1	-9%	1.9%	-2%	3%	20%
CC(C)(C)SCCNS(=O)(=O)c1ccc2ccccc2c1	7%	0.7%	-10%	-1%	-3%

(listing goes on)
SMILES	M. tuberculosis	inhibitors of VEEV	M. tuberculosis HTS	PhoP GFP inhibition	influenza NS1A	others
COC(=O)c1[nH]c2cc(OC)ccc2c1NC(=O)CCN1CCCCC1	-10%	0.4%	-1%	5%	-3%
COc1ccc(OC)c(-c2csc(N(Cc3ccco3)C(=O)c3ccco3)n2)c1	1%	0.1%	-4%	3%	1%
O=C(NCCc1c[nH]c2ccccc12)C(=O)NCC1OCCN1S(=O)(=O)c1ccc(F)cc1 (stereo not drawn)	24%	1.3%	-6%	-5%	4%	inhibitors of VEEV 10K pilot screen=2.1
COc1ccc(C(=O)Oc2coc(CSc3nnc(NC(=O)c4cccs4)s3)cc2=O)cc1	-10%	1.1%	-4%	-5%	7%
N#Cc1nccnc1S(=O)(=O)c1cccs1	?	12%	41µM*	-1%	·
O=C(NC(=S)Nc1ccc(Br)cc1)C1CCC1	?	i	?	-4%	17%
CCCCCc1nnc(NC(=O)Cn2cnc3ccccc3c2=O)s1	28%	1.9%	-1%	2%	3%
COc1ccc(C(=O)NCCNc2nc3ccc(C)cc3cc2C#N)cc1OC	15%	0.3%	-3%	-3%	-1%
Clc1ccc(-c2nnc(-c3ccccc3)c(N3CCSCC3)n2)cc1	19%	5.2%	6%	4%	17%
O=C(c1ccc(Cl)cc1)N1CCCC(C(=O)N2CCc3ccccc3C2)C1 (stereo not drawn)	12%	2.7%	4%	2%	-4%

The list goes on, overlapping the part above by 3 compounds.
SMILES	M. tuberculosis	inhibitors of VEEV	M. tuberculosis HTS	PhoP GFP inhibition	influenza NS1A	others
COc1ccc(C(=O)NCCNc2nc3ccc(C)cc3cc2C#N)cc1OC	15%	0.3%	-3%	-3%	-1%
Clc1ccc(-c2nnc(-c3ccccc3)c(N3CCSCC3)n2)cc1	19%	5.2%	6%	4%	17%
O=C(c1ccc(Cl)cc1)N1CCCC(C(=O)N2CCc3ccccc3C2)C1 (stereo not drawn)	12%	2.7%	4%	2%	-4%
Cc1onc(-c2c(Cl)cccc2Cl)c1C(=O)c1ccc(F)cc1	9%	i	0%	4%	·
COc1ccc(C)cc1NC(=O)c1cc(S(=O)(=O)N2CCC3(CC2)OCCO3)ccc1F	15%	1.9%	7%	-3%	-3%
CCOC(=O)c1[nH]cnc1C(=O)NC(C)C	6%	0.3%	1%	7%	-13%
COc1ccccc1NC(=O)c1sc2ncn(CC(=O)Nc3ccccc3)c(=O)c2c1C	-7%	0.3%	-3%	3%	2%
O=C(Cc1ccccc1)Nc1ccc(NC(=O)Cc2ccccc2)c(Cl)c1	6%	0.2%	3%	-3%	4%
COc1ccc(C(=O)/C=C/C(=O)N(CC(=O)NC2CCCCC2)CC2CCCO2)c(O)c1 (stereo not drawn)	22%	2.1%	0%	5%	-5%
CSc1ccccc1C(=O)N1CCc2ccccc2C1	17%	0.2%	2%	12%	-3%
COc1ccc(CN(C)C(c2ccccc2)c2nnnn2-c2ccccc2C)c(OC)c1C (stereo not drawn)	16%	4.8%	4%	16%	-11%
Cc1cc(NC(=O)CN2CCN(c3ccccc3O)CC2)no1	·	3.2%	-6%	2%	3%
O=C(NC1CCC(O)CC1)C1CCN(S(=O)(=O)c2c(Cl)cccc2Cl)CC1 (stereo not drawn)	3%	3.2%	-3%	·	-11%
CC(C)Cn1c(N)c(C(=O)CSc2ccccc2)c(=O)n(C)c1=O	-8%	11%	-3%	-7%	-7%
COc1ccc(OC)c(/C=C/C(=O)Oc2ccc(C(C)=O)cc2)c1	·	1.4%	3%	8%	-17%
O=C(CCN1C(=O)/C(=C/c2ccccc2F)SC1=S)N[C@@H](CO)Cc1ccccc1	40%	13%	11%	-6%	1%
Cc1ccc(NC(=O)c2ccccc2O)cc1	52%	1.6%	3%	8%	-14%
COc1ccccc1C(=O)Cc1ccccc1	·	i	·	·	-9%
COc1ccc(C(c2nnnn2C2CCCC2)N2CCc3ccccc3C2)cc1OC (stereo not drawn)	·	3.0%	·	·	-4%
Oc1cccc(C=Nc2cccc3ccccc23)c1O	77%	i	39%	-8%	-13%
CCOC(=O)c1cccc(NS(=O)(=O)c2c(C(=O)N3CCCCCC3)c(C)n(C)c2C)c1	4%	5.2%	-2%	-7%	2%
Fc1ccccc1CCNCc1ccccc1	23%	0.8%	1%	34µM*	5%
Cc1c(NC(=O)C(C#N)=C2CCCCC2)c(=O)n(-c2ccccc2)n1C	-12%	1.0%	7%	-7%	-1%
CCC1Oc2ccc(C)cc2N(CC(=O)NCCCN2CCCCC2CC)C1=O (stereo not drawn)	25%	3.0%	-5%	-3%	8%
CC1CCC2(CC1)OCC1(CCC3(COC4(CCC(C)CC4)OC3)C1=O)CO2 (stereo not drawn)	-7%	i	-8%	-2%	-10%
COc1cc(OC)c(-n2c(C)cc(C=O)c2C)cc1Cl	11%	i	-1%	-1%	3%
COc1ccccc1CNC(=O)CCS(=O)(=O)c1ccc(Cl)cc1	24%	1.8%	-1%	-3%	-4%
COc1ccc(OC)c(S(=O)(=O)NC2CCN(Cc3ccccc3)CC2)c1	13%	1.0%	1%	14%	5%
O=C(CSc1nnc(-c2cccs2)n1-c1ccccc1)c1ccc2c(c1)OCCO2	-6%	0.4%	-4%	1%	-7%
c1ccc(OCc2nc(-c3cccs3)no2)cc1	50%	3.0%	7%	5%	-2%
Cc1c(C)n(C)c2ccc(C(=O)N3CCN(c4ccccn4)CC3)cc12	38%	1.5%	12%	-2%	0%
O=C(NN=C1CCCC1)c1cc(O)cc(O)c1	-3%	0.7%	1%	-9%	2%
CCC1=C(OC(=O)N(CC)CC)N2C(=O)OC(=NCc3ccccc3)[C@]2(C)[C@H]2C1=CC[C@H]1C(=O)N(CC(=O)OC)C(=O)[C@H]12	9%	i	-9%	-9%	12%
CCOC(=O)c1sc2ccccc2c1NC(=O)c1coc2ccccc2c1=O	41%	4.8%	34%	-5%	-8%
O=C(NNC(=O)C1[C@H]2CCCC[C@@H]12)c1ccc(=O)oc1 (stereo partly drawn)	-8%	3.3%	1%	6%	2%
O=C(CSc1nnc(-c2ccco2)n1-c1ccccc1Cl)Nc1cccc(C(=O)O)c1	6%	1.4%	13%	4%	-5%
O=C(COc1ccc(Br)cc1)N1CCC(c2ccccc2)C1 (stereo not drawn)	·	7.1%	?	9%	-7%
